Screening results as filed in PubChem.
CHO-K1 Ca PAM: nonselective calcium activators in parental CHO-K1 cells, primary screen, counter-screen for M1 PAM project, cell-based, Fluo-8 calcium fluorescence, full deck, 1536-well | ATP EC20; 0% at ATP EC20, 100% at ATP max | hit rate 0.02% among 360,000 | activation, % at 3 µM;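 active = activation above the run cutoff, the mean activation of all test compounds plus 3 SD, cut at about 40% in these data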;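 also: peak over basal fluorescence ratio in a 140 s read after ATP addition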
M5 PAM: human M5 muscarinic receptor positive allosteric modulators, primary screen, CHO-K1 cells, Fluo-8 calcium fluorescence; AID 624038, 2012; CHO-K1 hM5, ACh EC20 PAM; 0% = ACh EC20, 100% = ACh EC100; Muscarinic acetylcholine receptor M5 (Homo sapiens), P08912; activation, % at 3 µM; hit rate 0.3% among 360,000;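 active = activation above the run cutoff, the mean activation of all test compounds plus 3 SD, cut at about 18% in these data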
Target sequence (P08912 whole entry, looked up): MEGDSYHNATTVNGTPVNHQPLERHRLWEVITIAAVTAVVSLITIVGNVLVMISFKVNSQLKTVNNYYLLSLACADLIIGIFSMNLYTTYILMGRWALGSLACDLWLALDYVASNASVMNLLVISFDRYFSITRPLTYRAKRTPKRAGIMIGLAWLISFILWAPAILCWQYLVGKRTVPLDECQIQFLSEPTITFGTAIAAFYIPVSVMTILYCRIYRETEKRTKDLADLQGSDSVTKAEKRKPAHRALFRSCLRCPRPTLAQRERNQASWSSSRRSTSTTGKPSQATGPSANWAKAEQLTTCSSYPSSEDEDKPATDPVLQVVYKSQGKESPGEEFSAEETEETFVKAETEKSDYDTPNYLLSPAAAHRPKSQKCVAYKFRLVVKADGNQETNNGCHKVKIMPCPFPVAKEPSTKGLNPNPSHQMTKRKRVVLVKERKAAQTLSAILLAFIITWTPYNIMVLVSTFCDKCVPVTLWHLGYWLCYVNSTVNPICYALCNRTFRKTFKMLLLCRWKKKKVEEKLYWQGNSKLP
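Probe or stimulus: acetylcholine, EC20 level; Assay system: human M5 receptor in CHO-K1 cells; Schedule: compound preincubation 140 s before EC20 acetylcholine addition; Technique: intracellular calcium via Fluo-8 fluorescence; Dosing: single-point, 3 µM nominal; Read-out basis: percent activation from peak-over-basal fluorescence ratio, scaled EC20-to-EC100 acetylcholine; Repeats: one well per compound, no replicates.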
CHRM4 antagonist: human M4 muscarinic receptor antagonists, primary screen, CHO cells, Fluo-8 calcium fluorescence. CHO-hM4 cells, ACh EC80. AID 624125, 2012. hit rate 0.73% among 360,000. Muscarinic acetylcholine receptor M4 (Homo sapiens), P08173. inhibition, % at 3 µM;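 active = inhibition above its plate's cutoff, the mean inhibition of sample wells plus 3 SD, cut at about 27% in these data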;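 also: 0% = acetylcholine EC80 with DMSO and 100% = DMSO without agonist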
Target sequence (P08173 whole entry, looked up): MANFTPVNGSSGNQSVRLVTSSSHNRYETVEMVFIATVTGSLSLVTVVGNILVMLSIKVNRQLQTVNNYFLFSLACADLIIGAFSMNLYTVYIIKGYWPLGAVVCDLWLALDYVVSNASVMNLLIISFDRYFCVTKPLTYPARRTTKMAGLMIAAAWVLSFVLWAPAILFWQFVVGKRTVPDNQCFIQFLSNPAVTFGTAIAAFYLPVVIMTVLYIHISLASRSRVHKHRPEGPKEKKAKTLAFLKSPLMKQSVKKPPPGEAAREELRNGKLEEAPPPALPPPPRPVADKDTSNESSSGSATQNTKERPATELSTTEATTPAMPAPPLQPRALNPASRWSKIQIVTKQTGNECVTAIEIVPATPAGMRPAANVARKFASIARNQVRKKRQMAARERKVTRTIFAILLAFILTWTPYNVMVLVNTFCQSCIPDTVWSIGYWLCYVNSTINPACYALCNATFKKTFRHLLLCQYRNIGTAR
M5 ag: human M5 muscarinic receptor agonists, primary screen, CHO-K1 cells, Fluo-8 calcium fluorescence | Muscarinic acetylcholine receptor M5 (Homo sapiens), P08912 | CHO-K1 hM5 cells; 0% DMSO wells, 100% maximal acetylcholine response | activation, % at 3 µM | hit rate 0.19% among 360,000 | AID 624037, 2012;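 active = activation above the run's mean over test compounds plus 3 SD, cut at about 23% in these data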;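 also: signal is peak over basal fluorescence ratio across the kinetic read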
M4 PAM: human M4 muscarinic receptor positive allosteric modulators, primary screen, CHO-K1 cells, Fluo-8 calcium fluorescence. hit rate 0.4% among 360,000. Muscarinic acetylcholine receptor M4 (Homo sapiens), P08173. CHO-K1 hM4/Gqi5, ACh EC20; 0% = ACh EC20, 100% = maximal ACh. activation, % at 3 µM;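 active = activation above its plate's cutoff, the mean activation of sample wells plus 3 SD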; also: some results filed as inactive read as strong as hits
M1 ag parental: counter-screen for M1 agonists: effect in parental CHO-K1 cells; activation, % at 3 µM; AID 602248, 2012; Fluo-8 calcium fluorescence; scaled to maximal ATP response, vehicle zero; hit rate 0.48% among 360,000; in the data active = activation above about 15%;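 also: untransfected CHO-K1 host cells lacking M1 receptor as counterscreen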
CHRM5 antagonist: human M5 muscarinic receptor antagonists, primary screen, CHO cells, Fluo-8 calcium fluorescence. CHO-hM5 cells, ACh EC80. inhibition, % at 3 µM. hit rate 0.59% among 360,000. AID 624040, 2012;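 active = inhibition above a per-plate cutoff, the mean of that plate's test compounds plus 3 SD, cut at about 27% in these data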;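 also: 0% = acetylcholine EC80 with DMSO and 100% = DMSO without agonist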
CHRM4 agonist: human M4 muscarinic receptor agonists, primary screen, CHO-K1 cells, Fluo-8 calcium fluorescence | Muscarinic acetylcholine receptor M4 (Homo sapiens), P08173 | CHO-K1 hM4/Gqi5; vehicle 0%, full acetylcholine response 100% | activation, % at 3 µM | hit rate 0.14% among 360,000;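 active = activation above the run mean over all test wells plus 3 SD, cut at about 32% in these data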;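 also: peak over basal fluorescence ratio per well then scaled between controls; 0% = DMSO wells and 100% = acetylcholine at EC100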
CHO-K1 Ca antag: nonselective inhibitor or artifact in parental CHO-K1 cells; inhibition, % at 3 µM; ATP-induced calcium, Fluo-8 fluorescence; AID 602250; hit rate 0.6% among 360,000;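 active = inhibition above a per-plate cutoff, the plate's mean sample inhibition plus 3 SD, cut at about 24% in these data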;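 also: 0% = DMSO plus EC80 ATP and 100% = DMSO alone without ATP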
* marks the source's active call; other numbers are inactive results.

SMILES	CHO-K1 Ca PAM	M5 PAM	CHRM4 antagonist	M5 ag	M4 PAM	M1 ag parental	CHRM5 antagonist	CHRM4 agonist	CHO-K1 Ca antag
COc1ccc(C(C)(O)c2nc(-c3ccc4ccccc4c3)cs2)cc1 (stereo unspecified)	3	0	-6	0	1	9.8	2	3	9
Nc1ncc2[nH]c(N)nc2n1	11	-4	-3	4	4	1.0	13	1	-15
COc1ccc(CCNC(=O)C/C(C)=N/NC(=O)C2CCCCC2)cc1OC	-4	-3	-4	0	6	-0.3	5	1	7
COc1ccc(N2CC(O)=C(c3nc4ccccc4s3)C2=N)cc1	0	-3	0	0	6	0.8	-3	4	-4
CC(C)CNS(=O)(=O)c1ccc(CCC(=O)NCCc2ccccc2)cc1	14	-5	7	1	-5	2.4	9	2	-35
CCOC(=O)N1CCN(S(=O)(=O)c2c(C)nc3sccn3c2=O)CC1	-6	-2	12	-2	-3	0.5	-2	1	1
CN1CCN(C2=Cc3cc(Cl)ccc3Sc3cc(F)ccc32)CC1	25	-29	50*	-10	-15	2.0	45*	9	0
CNC(=O)COc1ccc(-c2nn(C)c(=O)c3ccccc23)cc1	-8	-3	3	1	4	0.1	1	1	7
COc1ccc(N2CCN(C(=O)CSc3nc(C)cs3)CC2)cc1	18	1	-4	1	12	2.0	-1	1	-12
C[N+]1(CCn2ccc3ccccc32)CCCCC1	-6	-14	-1	-12	-6	0.2	-4	2	-14
COc1ccc(-c2csc(N3CCN(c4cc5c(cc4Cl)nc(-c4ccncc4)n5CCOCCO)CC3)n2)cc1	-11	8	0	1	22	-0.2	-2	2	-18
NCCCCc1cn(CC(=O)N2CCNCC2)nn1	-3	-10	-1	2	18	-0.7	4	2	-8
O=C(NCc1ccccc1)C(c1c(F)cccc1Cl)N(C(=O)c1csnn1)C1CC1 (stereo unspecified)	11	-4	-2	-3	1	-0.1	12	0	-13
Cn1c(COc2ccc(Cl)cc2)nnc1SCC(=O)NC1CCCC1	-7	-2	8	-2	1	0.3	23	0	-16
COc1ccc(C(=O)c2cn[nH]c2-c2cc(Cl)ccc2O)cc1	12	-10	12	7	-13	1.9	-1	8	24*
CCN(CC(=O)Nc1ccc(NC(C)=O)cc1)C(=O)c1ccc2c(c1)OCO2	-4	-3	10	1	0	-0.1	10	1	-7
Cc1ccc(-n2ncc3c2CC(C)(C)CC3NC(=O)c2ccc[n+]([O-])c2)cc1 (stereo unspecified)	0	1	9	-4	-1	0.1	13	0	-2
COc1ccc(S(=O)(=O)N(C)CC(=O)Nc2ccccc2SC)cc1Cl	-1	-8	-11	-6	7	0.7	-17	2	-12
C=CCc1c(C)nc(SC(C)C)[nH]c1=O	-4	0	7	-4	-5	-0.1	-2	-1	-5
O=C(COc1cc2oc(=O)cc(-c3ccccc3)c2cc1Cl)NC(Cc1c[nH]c2ccc(O)cc12)C(=O)O (stereo unspecified)	-12	5	-2	3	3	-0.3	2	0	15

Looked up above:
`Cn1c(COc2ccc(Cl)cc2)nnc1SCC(=O)NC1CCCC1` in CHO-K1 Ca PAM: -7
`Cc1ccc(-n2ncc3c2CC(C)(C)CC3NC(=O)c2ccc[n+]([O-])c2)cc1` (stereo unspecified) in M5 PAM: 1
`NCCCCc1cn(CC(=O)N2CCNCC2)nn1` in M1 ag parental: -0.7

Other compounds
SMILES	CHO-K1 Ca PAM	M5 PAM	CHRM4 antagonist	M5 ag	M4 PAM	M1 ag parental	CHRM5 antagonist	CHRM4 agonist	CHO-K1 Ca antag
Cc1ccc(NC(=O)CSc2nc(N)c(-c3ccccc3)c(=O)[nH]2)cc1Cl	18	-5	-5	-6	17	0.5	-7	1	-9
O=C1C(Cl)=C(Nc2ccc(O)cc2)C(=O)c2ccccc21	-9	-26	64*	-19	-24	-1.3	41*	-2	22
O=C(COC(=O)CCc1ccccc1)NC12CC3CC(CC(C3)C1)C2	-21	-1	-9	3	4	-0.3	8	0	3
O=C(Nc1nnc(SCc2ccc(Cl)cc2)s1)c1ccco1	1	10	6	-1	-7	0.3	-3	0	1
O=C(NCc1ccccc1Cl)c1cnc2ccccc2n1	23	-1	5	-4	-5	5.5	6	6	-16
CC(CC#CCN1CCOCC1)OCCC#N (stereo unspecified)	10	5	-17	-4	5	0.1	-4	1	-3
COc1ccc(S(=O)(=O)N2CCCC(C(=O)NCc3ccc(F)cc3)C2)cc1 (stereo unspecified)	21	2	16	-3	-2	4.1	0	3	-19
O=C(Nc1cccc(O)c1)c1cnn2cccnc12	-4	-1	4	0	7	0.4	-4	1	2
COc1ccccc1NS(=O)(=O)c1cc(NC(=O)Nc2cccc(C)c2)ccc1N1CCCCC1	14	-6	-11	0	-2	0.5	9	0	1
Cc1oc2nc(SCC(=O)Nc3ccc(S(N)(=O)=O)cc3)nc(NC(=O)c3ccccc3)c2c1C	8	-6	-2	1	4	0.4	1	2	-32

The list goes on; the last three above are carried over.
SMILES	CHO-K1 Ca PAM	M5 PAM	CHRM4 antagonist	M5 ag	M4 PAM	M1 ag parental	CHRM5 antagonist	CHRM4 agonist	CHO-K1 Ca antag
O=C(Nc1cccc(O)c1)c1cnn2cccnc12	-4	-1	4	0	7	0.4	-4	1	2
COc1ccccc1NS(=O)(=O)c1cc(NC(=O)Nc2cccc(C)c2)ccc1N1CCCCC1	14	-6	-11	0	-2	0.5	9	0	1
Cc1oc2nc(SCC(=O)Nc3ccc(S(N)(=O)=O)cc3)nc(NC(=O)c3ccccc3)c2c1C	8	-6	-2	1	4	0.4	1	2	-32
COc1ccc(-c2nc3ccc(Br)cn3c2Cc2ccccc2C(F)(F)F)cc1OC	6	0	-25	-3	6	-0.2	-18	0	11
CN(CC(=O)Nc1ccc(N2CCOCC2)cc1)CC(=O)Nc1ccc(Cl)cc1[N+](=O)[O-]	15	-6	1	2	1	3.2	2	6	-7
COc1ccc(NC(=O)COC(=O)Cc2ccc(-c3ccccc3)cc2)c(OC)c1	46*	-10	-16	4	10	5.0	4	9	-25
COc1ccc2oc(C(=O)OCC(=O)N3CCN(c4ccccc4)CC3)c(C)c2c1	-12	-1	-7	6	6	0.2	6	4	5
COCCn1c(-c2ccc(OC)cc2)nc2ccccc21	5	3	3	-10	1	0.3	1	1	0
Cc1ccc2cc(C#N)c(NCCNC(=O)C3CCC3)nc2c1C	4	-4	3	-2	-5	0.8	4	0	-1
CNc1cnn(-c2ccc(C)cc2)c(=O)c1Cl	21	-4	-1	-4	-3	1.2	6	0	-10
CNc1cccc(-c2ccccc2C(C)=O)n1	-5	2	-7	-2	1	1.9	1	1	5
CCOc1ccccc1C(=O)NC(C)c1ccc2c(c1)OCO2 (stereo unspecified)	-7	3	10	-1	1	0.2	0	-1	-7
COC1=C(NCc2ccc3c(c2)OCO3)C(=O)C(OC)=C(NCc2ccc3c(c2)OCO3)C1=O	7	1	0	4	-2	0.6	8	1	-8
COc1ccc(C(=O)Nc2ccccc2C(=O)NC(Cc2ccc(O)cc2)C(=O)NNC(=O)c2ccncc2)cc1 (stereo unspecified)	20	2	0	-1	3	0.4	-1	1	-7
COc1ccc(C)cc1NC(=O)c1ccc(-c2ccc(C(C)=O)cc2)o1	10	2	-7	-8	-6	2.2	6	8	-8
CCn1c(SCC(=O)N2CCCc3ccccc32)nc2cccnc21	9	-6	-11	2	-1	1.6	1	5	1
Cc1ccc(C)c(S(=O)(=O)N2CCN(C(=O)c3ccc(N4CCCC4)c([N+](=O)[O-])c3)CC2)c1	2	1	-5	-6	-3	0.9	-2	3	-12
O=S(=O)(c1cccs1)N1CCC(Cc2ccccc2)CC1	14	9	-4	-4	3	0.3	-8	1	-13
COC(C/C=C\[C@H](O)[C@H](C)OCc1ccccc1)OC	11	11	-8	-1	21	1.0	3	2	-8
O=S1(=O)CC(O)C(Nc2ccccc2)C1 (stereo unspecified)	9	42*	-4	-6	26*	-0.1	-8	0	-7
Cc1coc2c(C)c3oc(=O)c(CCC(=O)NCCCN4CCCC4=O)c(C)c3cc12	11	-3	-11	-2	5	-0.2	2	1	-7
Cc1ccccc1NC(=O)CCC(=O)N/N=C/c1ccncc1	8	5	3	-1	-8	-0.1	0	0	-3
Cc1cc(C)c(S(=O)(=O)NN=C2c3ccccc3[C@H]3Cc4csc[n+]4[C@@H]23)c(C)c1	8	-6	-1	-6	2	1.3	2	2	-9
NC(CSC1(c2ccc(F)cc2)c2ccccc2-c2ccccc21)C(=O)O (stereo unspecified)	8	-2	-6	-1	2	0.6	3	-1	-11
CC(C)(C)c1ccc(NC(=O)CSc2n[nH]c(=O)n2-c2cccnc2)cc1	15	2	1	-5	10	1.3	11	3	-9
O=C(c1ccc(NS(=O)(=O)c2cccc(F)c2)cc1)N1CCCCC1	8	-4	-6	0	4	6.0	5	6	-7
O=C(Nc1nc2c(s1)CCCC2)c1ccc(S(=O)(=O)N2CCCc3ccccc32)cc1	-3	-6	6	-1	-18	0.5	13	-1	5
Cn1c(SCC(=O)N2c3ccccc3CCc3ccccc32)nnc1-c1cc2ccccc2cc1O	8	-7	6	-7	-14	-0.2	9	0	5
CN1CCN(CCC(=O)Nc2ccc(OCc3ccccc3)cc2)CC1	5	0	8	-3	-10	1.2	5	4	0
CCCc1[nH]nc2c1C(CCc1ccccc1)C(C#N)=C(N)O2 (stereo unspecified)	8	-5	10	-1	-8	1.2	10	2	3
Cc1occc1C(=O)NCc1cccs1	12	6	9	0	7	0.4	-5	1	-3
COCCCN1C(=O)C(CC(=O)NCc2cccs2)CC(C(=O)N(C(C)C)C(C)C)=C1C (stereo unspecified)	8	-1	-4	0	-3	0.1	10	1	-18
O=C(Nc1ccc2[nH]c(=O)[nH]c2c1)c1ccc([N+](=O)[O-])o1	6	13	5	4	9	-0.5	-4	1	-5
CNCCCCOc1ccccc1-c1ccccc1	14	-17	10	-5	-13	3.5	19	6	-5
CC(=O)Nc1cccc(/C(C)=N\NC(=O)c2ccc(Cn3nc([N+](=O)[O-])c(Cl)c3C)o2)c1	-6	-6	7	-4	-9	0.5	5	1	6
COc1cccc(C(=O)N2CCSC2=S)c1	-2	0	3	0	-6	-0.3	0	0	-12
C=CCOC(=O)C1=C(C)NC(=O)NC1/C=C/c1ccccc1 (stereo unspecified)	7	-2	-11	-3	9	-0.2	-1	-1	-7
CC(=O)N1CCC2(CC1)CC(=O)c1cc(OCC(=O)N3CCCC3)ccc1O2	-5	9	0	-2	8	0.1	5	0	-2
O=C1CC(c2c[nH]c3ccccc23)C(=O)N1 (stereo unspecified)	18	6	-7	-1	10	0.8	-5	1	-2
CC1(C(=O)NCc2ccccc2Br)CCN1Cc1ccc(-c2ccccn2)cc1 (stereo unspecified)	10	-4	-4	0	-11	5.2	3	9	-7
CCN(CC)C(=O)CSc1n[nH]c(=O)n1CCc1ccccc1	11	0	-5	-1	3	0.6	10	1	-9
Cc1ccc(C(=O)Nc2ccccc2-c2ccccc2)o1	12	3	-5	-8	8	-0.5	0	0	-8

Not a hit list. Share with any hit: about 2.7%.
